C2C12 statin: protects C2C12 myotubes from simvastatin toxicity. ATP luminescence, 48 h; scaled: DMSO 0, geranylgeraniol control 100. rescue of ATP level, % at 7.49 µM. hit rate 0.78% among 330,000;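 active = mean ATP rescue above about 67%, or every replicate alone reaching that limit, limit read from the data, passing the limit was not always enough; inconclusive = no clear call, values can overlap the other calls; inactive = mean under the limit and some replicate under it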;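 also: myotubes were challenged with 10 µM simvastatin during compound exposure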
Cneo AK release: causes C. neoformans cell lysis; adenylate kinase release luminescence, 4 h; normalised: neutral wells 0, clomiphene wells 100; lysis activity, % at 15 µM; hit rate 0.2% among 360,000;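 active = mean lysis activity across replicates of at least 80%, whatever share of replicates individually reach that level; inactive = mean lysis activity below 80%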
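Signal: Adenylate kinase release luminescence | Assay system: Log-phase Cryptococcus neoformans yeast cells | Input: Cells at 5 × 10^6 per mL | Buffer or medium: Fresh YPD growth medium | Compound: Single dose | Schedule: Static 4 h at 37 °C with compound, 1 h detection | Controls: Clomiphene | Read-out: Luminescence rise reflecting yeast cell lysis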
PGC1a acetyl inh: PGC1a acetylation modulation, inhibitor mode | hit rate 0.17% among 350,000 | inhibition, % at 15.6 µM | AID 651687 | U2OS PGC1a acetylation, AlphaScreen anti-acetyl-lysine; with virally co-expressed GCN5 acetyltransferase;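 active = every replicate shows inhibition of at least 40%; inconclusive = mean inhibition at least 40% but some replicate below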;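 also: 0% = neutral control wells and 100% = positive control wells; some results beyond the cut were filed as inactive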
Numbers without * were called inactive; ? = inconclusive; & = joins results of further samples. Some of the compounds tested, so the mix of outcomes need not match the whole.

Second line of a record – Cneo AK release | C2C12 statin | PGC1a acetyl inh
> Cc1cc2cc(CN(Cc3ccco3)S(=O)(=O)c3c(C)ccc4nsnc34)c(=O)[nH]c2cc1C
    -1 | 25 | 2
> Cc1ccc(S(=O)(=O)N2CCC(C(=O)NCc3ccncc3)CC2)cc1
    -1 | 0 | 13
> CCOC(=O)c1c(C#N)c(SCC(=O)Nc2ccc(OC)cc2)nc2c1CN(CC)CC2
    -1 | 1 | 7
> COc1ccc(Oc2ncc(CN3CCN(c4ccccc4)CC3)s2)cc1
    1 | 10 | 6
> O=C(COc1ccccc1)NCCc1nc2ccccc2[nH]1
    -2 | 15 | -3
> CC(C)(C)CC(C)(C)c1ccc(O)c(CN2CCN(CCC#N)CC2)c1
    -1 | -3 | -8
> O=C(NCC1CCCO1)c1ccccc1-c1nc(-c2ccccc2)no1 (centres undefined)
    2 | 9 | -3
> COc1ccc(NC(=O)CCC(=O)c2cccs2)c(OC)c1
    -1 | 4 | -4
> O=C1CC(c2ccccc2)Cc2nc(NCc3ccco3)ncc21 (centres undefined)
    2 | 24 | -5
> COC(=O)/C(=C\Nc1ccccc1)NC(=O)c1ccc(Cl)cc1Cl
    0 | 4 | -4
> CCC1(C)Cc2ccccc2-c2nc(NCCO)n(-c3ccc(C)cc3)c(=O)c21 (centres undefined)
    -1 | -2 | -51
> COC(=O)Cc1csc(N)n1
    1&1 | 16 | 8&-2
> CN1CCN(CCC(=O)Nc2ccc(OCc3ccccc3)cc2)CC1
    0 | -8 | -28
> CCN(CC)c1ccc(C2C(C(=O)OCCOC)=C(C)NC3=C2C(=O)CC(C)(C)C3)cc1 (centres undefined)
    0 | 7 | 4
> CN(C)S(=O)(=O)c1cccc(C(=O)Nc2ccc(Cl)cn2)c1
    -2 | 6 | 0

Going on with the list.
Second line of a record – Cneo AK release | C2C12 statin | PGC1a acetyl inh
> COc1cccc(C2C(C#N)=C(N)Oc3cc(C)oc(=O)c32)c1OC (centres undefined)
    -3 | -9 | -5
> Cc1ccc(NCc2nnc(SCC(=O)N3CCCc4ccccc43)o2)c(C)c1
    -2 | 24 | -1
> Cc1cc(C(=O)N/N=C/c2cccc(OC(=O)c3ccco3)c2)n[nH]1
    -2 | 10 | 4
> CCOc1cc(NC(=S)Nc2ccccc2)c(OCC)cc1NC(=O)c1ccc(OC)cc1
    -1 | -9 | -11
> CCOC(=O)c1nnn(-c2nonc2N)c1CN1CCc2ccccc2C1
    -1 | 1 | 8
> Cc1nn(-c2ccccc2)c2c1/C(=N/O)CC(C)(C)C2
    -1 | 0 | 6
> COc1ccc(S(=O)(=O)N2Cc3ccccc3CC2C(=O)Nc2ccc3c(c2)OCO3)cc1 (centres undefined)
    0 | 10 | -17
> CCc1nnc(NC(=O)CSc2nnc(COc3ccccc3C)o2)s1
    1 | -14 | -6
> COc1cccc2cc(C(=O)N3CCN(c4ncccn4)CC3)c(=O)oc12
    -4 | -15 | 17
> O=C(CSc1nc(-c2ccccc2)c(-c2ccccc2)o1)N1CCOCC1
    4 | -9 | 4
> O=C(CCCC(=O)OCC(=O)c1cccs1)Nc1ccc(Oc2ccccc2)cc1
    -6 | 1 | 10
> CCNC(=O)CC1SC(=Nc2ccc(C)cc2)N(CC)C1=O (centres undefined)
    0 | -1 | 8
> CCN1C(=O)c2cccc3c(S(=O)(=O)NCCCN4CCOCC4)ccc1c23
    7 | 5 | 5
> N#Cc1cc(-c2ccccc2)cnc1Sc1ccc(Cl)cc1
    3 | -2 | 5
> Cc1nc(Cl)sc1C(=O)O
    0 | 0 | -10

The list goes on:
Second line of a record – Cneo AK release | C2C12 statin | PGC1a acetyl inh
> Cc1ccc2nc(NC(=O)c3ccc(Cn4cc(Cl)cn4)o3)sc2c1
    -17 | 9 | 0
> CCN1CC2([N+](=O)[O-])C=CC(=O)C([N+](=O)[O-])(C1)C2CC(=O)c1ccccc1 (centres undefined)
    1 | 63 | -4
> Cc1nc(-c2ccc(NC(=O)C3CCCCC3)cc2)cs1
    -2 | -23 | 1
> Cc1nc(Cl)c2oc3ccccc3c2n1
    -1 | 6 | -12
> CCOC(=O)COc1ccsc1C(=O)OC
    1 | -8 | 5
> COc1ccc(-c2cc(-c3ccccc3O)[nH]n2)cc1OC
    -14 | 0 | -95
> S=c1nc(-c2ccccc2)n(CCCN2CCOCC2)c2c1CCCC2
    0 | 7 | -11
> Cc1ccc(C(C)C)cc1OCCOCCN1CCCC1
    0 | 2 | -21
> O=C(CC1CCCC1)Nc1ccc2c(c1)CCC2
    -3 | -12 | -6
> Cc1ccc(N2C(=O)[C@@H]3Cc4ccccc4CN3C2=O)cc1
    5 | -9 | 0
> COc1ccc(C(=O)NCC(=O)n2nc(C)cc2C)cc1OC
    -1 | 3 | 9
> CCCCOC(=O)CCc1c(C)[nH]c(=O)c(C#N)c1C
    -1 | -5 | 2
> O=c1c(-c2cc3ccccc3o2)[n+]([O-])c2ccccc2n1OCc1ccccn1
    -2 | -9 | 0
> CCCCn1nnc(NC(=O)c2sc3cc(Cl)ccc3c2Cl)n1
    0 | -3 | -17
> Cc1ccc(C(=O)O)cc1NC(=S)NC(=O)C(c1ccccc1)c1ccccc1
    -2 | 33 | 1

Exported with each value named: four of the compounds above.
> COC(=O)Cc1csc(N)n1
  Cneo AK release: 1&1	C2C12 statin: 16	PGC1a acetyl inh: 8&-2
> CN1CCN(CCC(=O)Nc2ccc(OCc3ccccc3)cc2)CC1
  Cneo AK release: 0	C2C12 statin: -8	PGC1a acetyl inh: -28
> CCN(CC)c1ccc(C2C(C(=O)OCCOC)=C(C)NC3=C2C(=O)CC(C)(C)C3)cc1 (centres undefined)
  Cneo AK release: 0	C2C12 statin: 7	PGC1a acetyl inh: 4
> CN(C)S(=O)(=O)c1cccc(C(=O)Nc2ccc(Cl)cn2)c1
  Cneo AK release: -2	C2C12 statin: 6	PGC1a acetyl inh: 0

Next records follow.
Second line of a record – Cneo AK release | C2C12 statin | PGC1a acetyl inh
> COc1ccccc1NC(=O)/C(C#N)=C/c1ccc(OCCN2CCOCC2)c(OC)c1
    2 | 0 | 2
> COc1ccc(Cn2c(=O)[nH]c3cc(C(=O)N4CCN(Cc5ccccc5)CC4)ccc3c2=O)cc1
    -1 | 50 | -15
> CC1=CCC2C(=O)N(C(C)c3ccccc3)C(=O)C2C1 (centres undefined)
    4 | -16 | 13
> Cn1c(=O)c2c(nc(CN3CCc4ccccc4C3)n2Cc2ccccc2)n(C)c1=O
    0 | 12 | 0
> O=C(COc1ccc(S(=O)(=O)N2CCOCC2)cc1)NC1CCCC1
    2 | 6 | 10
> Cc1ccc2[nH]c(C(=O)O)c(-c3ccccc3)c2c1
    0 | -5 | -3
> Nc1ccc(-c2sc(N)nc2-c2ccccc2)cc1
    -1 | 2 | -14
> Cc1ccc(C(=O)CSc2nnc(CNc3ccc(C)cc3C)o2)cc1
    -1 | 14 | 1
> COc1ccc(/C=N/n2cncn2)cc1COc1ccc(NC(C)=O)cc1
    -1 | 2 | 8
> N#Cc1cc2c(nc1SCC(=O)N1CCCCC1)CCCC2
    1 | 3 | 11
> COc1ccc(-c2nn(C)c(=O)c3ccccc23)cc1NS(C)(=O)=O
    2 | 0 | -17
> CCOC(=O)c1cnc(SCC(=O)Nc2cc(C(F)(F)F)ccc2N2CCOCC2)nc1N
    0 | -16 | 2
> COc1cccc(N(C(=O)Cn2nnc(-c3cccs3)n2)C(C(=O)NC2CCCCC2)c2ccncc2)c1 (centres undefined)
    -6 | 21 | 1
> Cc1cc(Cl)ccc1OCCCC(=O)N1CCOCC1
    5 | 17 | -1
> CCc1ccccc1OCCCCCNCCO
    4 | -9 | -2

(more compounds)
Second line of a record – Cneo AK release | C2C12 statin | PGC1a acetyl inh
> Cc1cc(NC(=O)c2ccco2)ccc1-n1cnnn1
    -3 | 7 | 8
> COc1cnc(-c2ccccn2)nc1Sc1c(Cl)cccc1Cl
    -5 | -6 | 9
> COc1ccccc1NC(=O)c1[nH]c(C)c(C(C)=O)c1C
    -4 | 13 | -2
> CC(C)=CCC/C(C)=C/CN(CC(C)O)CC(C)O (centres undefined)
    0 | -8 | 7
> Cc1nn2c(N3CCN(c4ccccn4)CC3)cc(C(C)C)nc2c1-c1ccccc1
    0 | 7 | -8
> O=C(CCNc1cc(Cl)cc(Cl)c1)c1cccs1
    2 | 7 | -14
> COc1ccc(CNc2ccccc2)cc1Br
    -3 | 17 | -14
> O=C(c1ccccc1F)N(Cc1ccc2c(c1)OCO2)Cc1cc2cc3c(cc2n2nnnc12)OCO3
    -1 | 39 | -14
> CCN1CCCC1CNC(=O)C1c2ccccc2C(=O)N(CCOC)C1c1ccc(F)cc1 (centres undefined)
    -4 | -12 | -11
> CCN(CC)C(=O)CSc1nnc(-c2ccccc2)n1N
    -1 | 13 | 20
> COc1ccc(C2NS(=O)(=O)OCC2C)cc1 (centres undefined)
    6 | 5 | 0
> Cn1cc(-c2nc3ccccc3[nH]2)c2ccccc21
    -2 | -10 | -17
> CCOC(=O)C(NC(=O)CC)(Nc1cc(C)on1)C(F)(F)F (centres undefined)
    -3 | -1 | -1
> CC(C)CNc1nnnc2c1sc1nc(N3CCOCC3)c3c(c12)CC(C)(C)SC3
    -1 | 7 | 17
> CCCc1[nH]nc2c1C(c1ccc(OC)c(Cn3nnc4ccccc43)c1)C(C#N)=C(N)O2 (centres undefined)
    1 | -16 | 23

Reformatted tab-delimited: part of the list above
molecule	Cneo AK release	C2C12 statin	PGC1a acetyl inh
CCOC(=O)c1cnc(SCC(=O)Nc2cc(C(F)(F)F)ccc2N2CCOCC2)nc1N	0	-16	2
COc1cccc(N(C(=O)Cn2nnc(-c3cccs3)n2)C(C(=O)NC2CCCCC2)c2ccncc2)c1 (centres undefined)	-6	21	1

Back to the main list, repeating the 2 entries before the break.
Second line of a record – Cneo AK release | C2C12 statin | PGC1a acetyl inh
> CC(C)CNc1nnnc2c1sc1nc(N3CCOCC3)c3c(c12)CC(C)(C)SC3
    -1 | 7 | 17
> CCCc1[nH]nc2c1C(c1ccc(OC)c(Cn3nnc4ccccc43)c1)C(C#N)=C(N)O2 (centres undefined)
    1 | -16 | 23
> CCOC(=O)CN1CCc2c(C)nc3c(-c4ccc(OC)c(OC)c4)cnn3c21
    2 | -2 | -7
> CCCCCc1nc(N)c(C#N)c(-c2ccco2)c1CCCC
    -2 | ? | 17
> COc1ccc(OC)c(-c2cc(C(=O)N3CCc4ccccc4C3)no2)c1
    -2 | 22 | 3
> CCc1nnc(NC(=O)C2Cc3ccccc3CN2S(=O)(=O)c2ccc(C)cc2)s1 (centres undefined)
    -1 | 6 | -43
> CC(NC(=O)C(CC(=O)OC(C)(C)C)NC(=O)OC(C)(C)C)C(N)=O (centres undefined)
    1 | -4 | -2
> O=C(NC1CCCCC1)C(c1ccncc1)N(CC1CCCO1)C(=O)C(F)(F)F (centres undefined)
    -12 | -1 | 12
> Nn1cnc2sc3c(c2c1=O)CCC3
    2 | 24 | -6
> O=C(COC(=O)c1ccccc1C(=O)c1ccc(Cl)c([N+](=O)[O-])c1)NC1CCCCCC1
    3 | -111 | -160
> Cc1cccc(C)c1OC(=O)CSc1nnc(-c2ccccc2)o1
    1 | 9 | -1
> CCc1cc2cccc(C)c2nc1SCC(=O)N1CCN(C(=O)c2ccco2)CC1
    0 | ? | -3
> Cc1ccc(CNC(=O)C2CCC(=O)N2C2CCCCC2)cc1 (centres undefined)
    0 | 14 | -17
> CCc1c(O)cc2n(c1=O)-c1ccc(Cl)cc1C2(C)C
    -2 | -21 | 1
> Cc1ccc(C(=O)NC(=S)Nc2ccc(Oc3ccc(Cl)cc3)cc2)cc1
    6 | -2 | 11
> CC1CC(NC(=O)Cc2ccc(Br)cc2)CC(C)(C)C1 (centres undefined)
    0 | -16 | 5
> CCCCC(=O)NC1(C(F)(F)F)C(=O)Nc2c1c(=O)[nH]c(=O)n2Cc1ccco1 (centres undefined)
    1 | -1 | 4

(next part)
Second line of a record – Cneo AK release | C2C12 statin | PGC1a acetyl inh
> CC(C)Sc1oc(-c2ccco2)nc1S(=O)(=O)c1ccc(F)cc1
    1 | 26 | -1
> COc1ccc(-c2cc(N3CCCC3)n3ncnc3n2)cc1
    1 | 10 | -5
> Nc1nnc(Cc2c[nH]c3ccccc23)s1
    0 | 5 | 2
> Cc1ccc(C(=O)Cn2nnc3ccccc32)cc1
    -3 | 19 | 2
> O=C(N/N=C/C=C/c1ccco1)c1cccnc1
    2 | 3 | -9
> COc1cc(SC)ccc1C(=O)Nc1ccon1
    -2 | 2 | 2
> CCOC(=O)C1=NNC2(c3ccc(Cl)cc3)C(=O)N(c3cc(C)cc(C)c3)C(=O)C12 (centres undefined)
    2 | 5 | 9
> O=C1CC(N2CCN(c3ccccc3Cl)CC2)C(=O)N1c1cccc(F)c1 (centres undefined)
    0 | -7 | -5
> COc1ccc(CNc2nc3c(c(=O)n(Cc4ccc(Cl)cc4)c(=O)n3C)n2C)cc1
    -3 | -20 | 8
> O=C(CN(Cc1ccc(F)cc1)C(=O)CCC(=O)Nc1ccccn1)NCc1ccco1
    6 | 12 | -10
> Cc1cc(C)nc(Sc2ncnc3sc4c(c23)CCC4)n1
    -1 | -3 | 4
> O=S(=O)(/C=C/c1ccccc1)c1ccccc1
    -1 | -4 | -9
> Cc1ccccc1NC(=S)N(C)C1(c2ccccc2Cl)CCCCC1=O (centres undefined)
    1 | 1 | -28
> CCC[C@@H]1C[C@@H](C(=O)N[C@@H](C2O[C@H](SC)[C@H](O)[C@@H](O)[C@H]2O)[C@H](C)Cl)N(C)C1 (some centres undefined)
    1 | -4 | 0
